Bioassay records deposited in PubChem BioAssay by several laboratories.
M4 ag: agonists of human muscarinic M4 receptor (CHRM4). activation, % at 3 µM. 360,000 compounds, 0.14% hits. P08173. AID 624127. CHO-K1 hM4/Gqi5, Fluo-8 calcium fluorescence; vehicle 0%, full acetylcholine response 100%;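 active = activation above the run mean over all test wells plus 3 SD, cut at about 32% in these data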;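 also: peak over basal fluorescence ratio per well then scaled between controls; 0% = DMSO wells and 100% = acetylcholine at EC100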
Target sequence (P08173 whole entry, looked up): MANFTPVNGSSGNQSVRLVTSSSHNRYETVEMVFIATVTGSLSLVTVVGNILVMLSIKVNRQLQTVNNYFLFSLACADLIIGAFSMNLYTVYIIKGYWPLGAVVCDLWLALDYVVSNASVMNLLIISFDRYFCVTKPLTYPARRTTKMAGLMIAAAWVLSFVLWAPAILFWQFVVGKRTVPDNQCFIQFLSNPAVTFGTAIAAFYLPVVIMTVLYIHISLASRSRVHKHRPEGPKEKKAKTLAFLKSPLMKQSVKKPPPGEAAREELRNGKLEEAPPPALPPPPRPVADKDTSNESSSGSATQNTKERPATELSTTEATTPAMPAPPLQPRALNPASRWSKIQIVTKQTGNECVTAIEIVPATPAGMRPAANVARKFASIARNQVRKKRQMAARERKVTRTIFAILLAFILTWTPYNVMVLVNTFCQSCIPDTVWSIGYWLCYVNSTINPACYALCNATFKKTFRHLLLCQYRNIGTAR
M5 antag: CHRM5 antagonism in calcium assay; P08912; CHO-hM5 cells, Fluo-8 calcium fluorescence, ACh EC80; inhibition, % at 3 µM; 360,000 compounds, 0.59% hits; AID 624040;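 active = inhibition above a per-plate cutoff, the mean of that plate's test compounds plus 3 SD, cut at about 27% in these data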;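 also: 0% = acetylcholine EC80 with DMSO and 100% = DMSO without agonist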
CHRM5 PAM: potentiates acetylcholine response at human M5 receptor | P08912 | CHO-K1 hM5, Fluo-8 calcium, ACh EC20 PAM; 0% = ACh EC20, 100% = ACh EC100 | activation, % at 3 µM | 360,000 compounds, 0.3% hits;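 active = activation above the run cutoff, the mean activation of all test compounds plus 3 SD, cut at about 18% in these data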
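System: CHO-K1 hM5 cells. Reagent: acetylcholine, EC20 level. Compound dosing: single dose, 3 µM nominal final test concentration. Timing: Post-acetylcholine fluorescence recording 140 s. Detection: Fluo-8 calcium fluorescence. Read-out: % activation, ACh-normalized. Benchmarks: ACh EC20 and EC100 wells. Repeats: singlicate, one well per test compound.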
M4 PAM: positive allosteric modulators of human muscarinic M4 receptor | CHO-K1 hM4/Gqi5, Fluo-8 calcium fluorescence, ACh EC20; 0% = ACh EC20, 100% = maximal ACh | 360,000 compounds, 0.4% hits | activation, % at 3 µM | P08173;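 active = activation above its plate's cutoff, the mean activation of sample wells plus 3 SD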; also: some results filed as inactive read as strong as hits
CHRM1 PAM: potentiates human M1 receptor response to acetylcholine | CHO-K1 hM1, Fluo-8 calcium fluorescence, ACh EC20; 0% = ACh EC20, 100% = maximal ACh | activation, % at 3 µM | 360,000 compounds, 0.088% hits; in the data active = activation above about 19%, passing the limit was not always enough
Target sequence (P11229 whole entry, looked up): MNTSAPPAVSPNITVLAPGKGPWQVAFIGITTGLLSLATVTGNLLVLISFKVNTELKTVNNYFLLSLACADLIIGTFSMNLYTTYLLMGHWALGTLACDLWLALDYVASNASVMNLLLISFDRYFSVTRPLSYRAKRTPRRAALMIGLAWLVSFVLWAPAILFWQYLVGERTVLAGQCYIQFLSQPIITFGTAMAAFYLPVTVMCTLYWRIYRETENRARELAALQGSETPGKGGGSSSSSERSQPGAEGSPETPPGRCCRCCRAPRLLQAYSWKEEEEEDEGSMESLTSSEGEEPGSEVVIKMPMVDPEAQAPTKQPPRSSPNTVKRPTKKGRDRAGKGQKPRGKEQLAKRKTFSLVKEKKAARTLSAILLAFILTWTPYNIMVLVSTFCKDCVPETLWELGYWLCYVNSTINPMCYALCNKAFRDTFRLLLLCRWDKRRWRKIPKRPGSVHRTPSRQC
CRFBP-R2 agonist: CRF-BP/CRF-R2 complex agonism. activation, % at 13.2 µM. HEK293 CRF-R2/CRF-BP, calcium dye fluorescence (FLIPR); percent of saturating CRF peptide response. 350,000 compounds, 0.46% hits. AID 588473;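 active = activation of at least 50%, plus an integration ratio under a set limit after plate pattern correction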;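 also: plate controls were neutral control wells without compound for no effect and CRF at EC100 for full effect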
M1 antag: antagonists of human M1 muscarinic receptor; AID 588852; 360,000 compounds, 1.3% hits; inhibition, % at 3 µM; CHO-K1 hM1, Fluo-8 calcium fluorescence, ACh EC80 antagonist; P11229;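 active = percent inhibition above its own plate's cutoff, namely the mean of that plate's compound wells plus 3 SD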;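 also: peak over basal fluorescence ratio during 140 s after agonist addition; 0% = ACh EC80 plus DMSO and 100% = DMSO alone without agonist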
CHRM4 antagonist: CHRM4 antagonism in calcium assay | CHO-hM4 cells, ACh EC80, Fluo-8 calcium fluorescence | inhibition, % at 3 µM | 360,000 compounds, 0.73% hits;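 active = inhibition above its plate's cutoff, the mean inhibition of sample wells plus 3 SD, cut at about 27% in these data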;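 also: 0% = acetylcholine EC80 with DMSO and 100% = DMSO without agonist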
CHRM5 agonist: agonists of human muscarinic M5 receptor (CHRM5) | P08912 | CHO-K1 hM5 cells, Fluo-8 calcium fluorescence; 0% DMSO wells, 100% maximal acetylcholine response | activation, % at 3 µM | 360,000 compounds, 0.19% hits | AID 624037;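 active = activation above the run's mean over test compounds plus 3 SD, cut at about 23% in these data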;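 also: signal is peak over basal fluorescence ratio across the kinetic read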
Starred values were filed as active, the others as inactive. Compounds as they come (roughly 2.8% active in at least one column).

Results for CCCCC1(C)NC(=O)N(CC(=O)Nc2ccc(Cl)cc2C)C1=O (stereo unspecified) ?
M4 ag: 0; M5 antag: 17; CHRM5 PAM: -9; M4 PAM: 4; CHRM1 PAM: 10; CRFBP-R2 agonist: -3.3; M1 antag: -18; CHRM4 antagonist: -1; CHRM5 agonist: 2

Results for COc1ccccc1NS(=O)(=O)c1ccc(C)c(C(=O)NCC2CCCO2)c1 (stereo unspecified) ?
M4 ag: 2; M5 antag: 0; CHRM5 PAM: -3; M4 PAM: 5; CHRM1 PAM: 5; CRFBP-R2 agonist: 0.5; M1 antag: -3; CHRM4 antagonist: -5; CHRM5 agonist: -2

Results for Nn1c(SCC(=O)Nc2ccc(OC(F)F)cc2)nnc1-c1ccco1 ?
M4 ag: 1; M5 antag: 2; CHRM5 PAM: 1; M4 PAM: 11; CHRM1 PAM: 9; CRFBP-R2 agonist: 0.3; M1 antag: -13; CHRM4 antagonist: -6; CHRM5 agonist: 5

Results for O/N=C\c1ccc2noc(-c3ccc(Cl)cc3)c2c1 ?
M4 ag: 0; M5 antag: 11; CHRM5 PAM: -3; M4 PAM: 7; CHRM1 PAM: 9; CRFBP-R2 agonist: -0.3; M1 antag: -2; CHRM4 antagonist: -9; CHRM5 agonist: -2

Results for CCOc1cc(C2C3=C(CC(C)(C)CC3=O)N(CCOC)C3=C2C(=O)CC(C)(C)C3)ccc1O ?
M4 ag: 1; M5 antag: 4; CHRM5 PAM: -1; M4 PAM: -1; CHRM1 PAM: 12; CRFBP-R2 agonist: -3.1; M1 antag: -17; CHRM4 antagonist: 7; CHRM5 agonist: 0

How did Nc1nnn(-c2ccccc2)c1-c1ccccc1 do in these assays?
M4 ag: 0; M5 antag: -1; CHRM5 PAM: 0; M4 PAM: -1; CHRM1 PAM: 18; CRFBP-R2 agonist: -1.4; M1 antag: -14; CHRM4 antagonist: -9; CHRM5 agonist: 1

What do the screens show for `CCOc1ccc(NC(=O)c2cccc(OC(=S)N3CCC(C)CC3)c2)cc1`?
M4 ag: 1; M5 antag: 6; CHRM5 PAM: -7; M4 PAM: 4; CHRM1 PAM: -7; CRFBP-R2 agonist: -1.5; M1 antag: 6; CHRM4 antagonist: 0; CHRM5 agonist: -12

Results for Cn1c(C(=O)N2CCN(c3ccc(Cl)cc3)CC2)cc2c(=O)[nH]c3ccccc3c21 ?
M4 ag: 4; M5 antag: -2; CHRM5 PAM: -1; M4 PAM: -7; CHRM1 PAM: 0; CRFBP-R2 agonist: -2.0; M1 antag: 4; CHRM4 antagonist: -2; CHRM5 agonist: 3

What do the screens show for `COCCCNC(=O)C[C@H]1C[C@H](C(=O)N2CCCCC2)[C@@]2(CCc3ccccc3)c3[nH]c4ccc(Cl)cc4c3CCN2C1=O`?
M4 ag: 0; M5 antag: -8; CHRM5 PAM: -2; M4 PAM: -1; CHRM1 PAM: 8; CRFBP-R2 agonist: 0.0; M1 antag: -12; CHRM4 antagonist: -12; CHRM5 agonist: 2

What do the screens show for `CC1(C(=O)NS(=O)(=O)c2ccccc2)CCN1C(=O)Cc1ccccc1` (stereo unspecified)?
M4 ag: 0; M5 antag: -1; CHRM5 PAM: -1; M4 PAM: 3; CHRM1 PAM: 20; M1 antag: -22; CHRM4 antagonist: -6; CHRM5 agonist: 1

What do the screens show for `CC1CN(C(=O)CCNC(=O)c2ccc(Br)cc2)CC(C)O1` (stereo unspecified)?
M4 ag: 0; M5 antag: 2; CHRM5 PAM: 0; M4 PAM: 1; CHRM1 PAM: 2; CRFBP-R2 agonist: -0.4; M1 antag: -4; CHRM4 antagonist: -1; CHRM5 agonist: 2

Results for CCCSc1nnc(NC(=O)CCc2ccccc2)s1 ?
M4 ag: 0; M5 antag: 21; CHRM5 PAM: -3; M4 PAM: 8; CHRM1 PAM: 14; CRFBP-R2 agonist: -0.2; M1 antag: -19; CHRM4 antagonist: -4; CHRM5 agonist: -2

What do the screens show for `COc1ccc(C2(C)NC(=O)NC2=O)cc1OC` (stereo unspecified)?
M4 ag: 0; M5 antag: 6; CHRM5 PAM: 0; M4 PAM: 5; CHRM1 PAM: 9; CRFBP-R2 agonist: 0.4; M1 antag: -18; CHRM4 antagonist: -22; CHRM5 agonist: -3

Results for Cc1noc(C)c1COc1ccccc1C(=O)NC1CCC(C)CC1 (stereo unspecified) ?
M4 ag: 0; M5 antag: 3; CHRM5 PAM: 7; M4 PAM: -1; CHRM1 PAM: 9; CRFBP-R2 agonist: -1.4; M1 antag: -3; CHRM4 antagonist: 1; CHRM5 agonist: -4

How did CCOC(=O)c1[nH]c2ccc(OC)cc2c1NC(=O)c1ccc(OC)c(OC)c1 do in these assays?
M4 ag: 8; M5 antag: -4; CHRM5 PAM: -6; M4 PAM: -4; CHRM1 PAM: 3; CRFBP-R2 agonist: -0.3; M1 antag: -5; CHRM4 antagonist: -2; CHRM5 agonist: 2

Results for O=C(Nc1ccc(C(=O)NCc2ccccc2)cc1)C1=CSCCO1 ?
M4 ag: 2; M5 antag: -10; CHRM5 PAM: 4; M4 PAM: 0; CHRM1 PAM: 4; CRFBP-R2 agonist: -1.3; M1 antag: -4; CHRM4 antagonist: -5; CHRM5 agonist: 0

How did Cc1ccc(Nc2n[nH]c(=S)s2)cc1F do in these assays?
M4 ag: 0; M5 antag: 9; CHRM5 PAM: -4; M4 PAM: 3; CHRM1 PAM: 7; CRFBP-R2 agonist: -5.5; M1 antag: -20; CHRM4 antagonist: -5; CHRM5 agonist: -1

How did Cc1ccc(-c2nnc(-c3ccc(NC(=O)c4ccco4)cc3)o2)cc1 do in these assays?
M4 ag: 2; M5 antag: -1; CHRM5 PAM: 0; M4 PAM: 15; CHRM1 PAM: 5; CRFBP-R2 agonist: -1.1; M1 antag: 5; CHRM4 antagonist: -6; CHRM5 agonist: 3

What do the screens show for `COc1ccccc1NC(=O)C1=C(C)NC(SCC(=O)Nc2ccc(C(=O)O)cc2)=C(C#N)C1c1cccs1` (stereo unspecified)?
M4 ag: 4; M5 antag: 0; CHRM5 PAM: -2; M4 PAM: -2; CHRM1 PAM: 4; CRFBP-R2 agonist: 0.2; M1 antag: -14; CHRM4 antagonist: -2; CHRM5 agonist: 1

What do the screens show for `Cc1c(NC(=O)C(C)OC(=O)CCc2c[nH]c3ccccc23)c(=O)n(-c2ccccc2)n1C` (stereo unspecified)?
M4 ag: 0; M5 antag: 13; CHRM5 PAM: -2; M4 PAM: 1; CHRM1 PAM: 6; CRFBP-R2 agonist: 2.4; M1 antag: -3; CHRM4 antagonist: -1; CHRM5 agonist: 0

What do the screens show for `O=C(Nc1ccc(CSc2ccccc2)cc1)c1ccc(CN2CCOCC2)cc1`?
M4 ag: 21; M5 antag: 23; CHRM5 PAM: -16; M4 PAM: -11; CHRM1 PAM: -22; CRFBP-R2 agonist: 4.2; M1 antag: 29; CHRM4 antagonist: 21; CHRM5 agonist: 3

What do the screens show for `COc1cc(NC(=O)c2ccccc2)cc(OC)c1`?
M4 ag: 0; M5 antag: 4; CHRM5 PAM: -5; M4 PAM: -3; CHRM1 PAM: 4; CRFBP-R2 agonist: 0.5; M1 antag: -1; CHRM4 antagonist: 4; CHRM5 agonist: -8

Results for CS(=O)(=O)N1CCN(c2ccc(NC(=O)CSc3ccc(Cl)cc3)cc2)CC1 ?
M4 ag: 2; M5 antag: -2; CHRM5 PAM: 2; M4 PAM: -9; CHRM1 PAM: 8; CRFBP-R2 agonist: -1.2; M1 antag: -4; CHRM4 antagonist: 1; CHRM5 agonist: 2

Results for O=C(CSc1nccc(=O)[nH]1)Nc1ccc(N2CCOCC2)c(Cl)c1 ?
M4 ag: 1; M5 antag: 13; CHRM5 PAM: 1; M4 PAM: 2; CHRM1 PAM: 15; CRFBP-R2 agonist: 0.2; M1 antag: -13; CHRM4 antagonist: 0; CHRM5 agonist: -2

How did CCC(C)[C@@H]1NC(=O)N(CCCN2CCCC2=O)C1=O (stereo partly specified) do in these assays?
M4 ag: 1; M5 antag: 2; CHRM5 PAM: -1; M4 PAM: 2; CHRM1 PAM: 6; CRFBP-R2 agonist: 2.5; M1 antag: -4; CHRM4 antagonist: -2; CHRM5 agonist: -1

Results for NC(=S)N/N=C1\CC(n2nnnc2-c2ccccc2Cl)C2COC1O2 (stereo unspecified) ?
M4 ag: 0; M5 antag: 12; CHRM5 PAM: 3; M4 PAM: -4; CHRM1 PAM: 7; CRFBP-R2 agonist: 0.6; M1 antag: -10; CHRM4 antagonist: 2; CHRM5 agonist: -4

How did Cc1ccc(C2CCN(C(=S)Nc3cccc(Cl)c3)C2)cc1 (stereo unspecified) do in these assays?
M4 ag: 1; M5 antag: -5; CHRM5 PAM: -2; M4 PAM: -18; CHRM1 PAM: 0; CRFBP-R2 agonist: 6.1; M1 antag: -3; CHRM4 antagonist: 2; CHRM5 agonist: -5

How did COc1ccccc1NC(=O)C(C)OC(=O)CSCC(=O)Nc1ccc(C)cc1C (stereo unspecified) do in these assays?
M4 ag: 2; M5 antag: -4; CHRM5 PAM: -3; M4 PAM: 3; CHRM1 PAM: 8; CRFBP-R2 agonist: -0.9; M1 antag: -9; CHRM4 antagonist: -8; CHRM5 agonist: 2

Results for COc1cc(OC)c(C(=O)Nc2ccc(S(=O)(=O)Nc3ncccn3)cc2)cc1OC ?
M4 ag: 0; M5 antag: 6; CHRM5 PAM: -1; M4 PAM: 3; CHRM1 PAM: 1; CRFBP-R2 agonist: 0.5; M1 antag: -4; CHRM4 antagonist: 3; CHRM5 agonist: -3

Results for COC(=O)c1ccc(OC(=O)c2ccncc2)cc1O ?
M4 ag: 1; M5 antag: 0; CHRM5 PAM: -1; M4 PAM: 4; CHRM1 PAM: 13; CRFBP-R2 agonist: -0.2; M1 antag: -14; CHRM4 antagonist: -3; CHRM5 agonist: -3

How did O=C(Nc1nnc(S(=O)(=O)N2CCOCC2)s1)c1cccc(F)c1 do in these assays?
M4 ag: 2; M5 antag: 2; CHRM5 PAM: -2; M4 PAM: -2; CHRM1 PAM: 1; CRFBP-R2 agonist: -3.9; M1 antag: -1; CHRM4 antagonist: 4; CHRM5 agonist: 4

How did Cc1cc(/C=N/n2cnnc2)c(C)n1-c1ccc2c(c1)OCO2 do in these assays?
M4 ag: 0; M5 antag: -1; CHRM5 PAM: 3; M4 PAM: 0; CHRM1 PAM: 9; CRFBP-R2 agonist: -3.6; M1 antag: -7; CHRM4 antagonist: 1; CHRM5 agonist: 0
